Screening results from PubChem BioAssay.
GLP1R cytotox – cytotoxicity counter-screen for GLP-1 receptor inverse agonists; HEK293 cAMP-luciferase reporter cells, luminescence, 24 h; Potency, µM (highest dose often 38.3 µM), for the others: at the top dose activity change, negative = inhibition, hits mostly inhibitors; 0.13% of 410,000 active;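 also: loss of luciferase light is scored as toxicity; potency is read from the fitted curve at half-maximal effect; % is scaled to controls: 0 for no effect and ±100 for the full control effect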
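Luminescence readout: signal drop marks cytotoxicity. Plated cells grew 12 h at 37 °C, 5% CO2, received 23 nL compound for 24 h, then got luciferase reagent, read after 12 min at RT.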
KB-3-1 cytotox – kills parental KB-3-1 adenocarcinoma cells | KB-3-1 viability, CellTiter-Glo ATP luminescence, 72 h | Potency, µM (top dose mostly 46.1 µM), for inactives: at the top dose activity change, negative = cytotoxic, hits mostly cytotoxic | 1.4% of 400,000 active | AID 1347075; also: potency is read from the fitted curve at half-maximal effect; % is scaled to controls: 0 for no effect and ±100 for the full control effect; nearly all actives have a fitted effect of over 60% in size
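Luminescent ATP read-out (CellTiter-Glo) measures survival of drug-naive KB-3-1 cells after 72 h compound exposure at 37 °C. Titration series was screened from lowest to highest concentration, with DMSO vehicle plates as background controls.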
KB-V1 MDR tox – kills drug-selected multidrug resistant KB-V1 cells; KB-V1 MDR cells viability, CellTiter-Glo, 72 h; Potency, µM (titrated, usually from 46.1 µM), inactives show at the top dose activity change, negative = cytotoxicity, actives largely listed as cytotoxic; 3.4% of 400,000 active; AID 1347076; also: potency is read from the fitted curve at half-maximal effect; % is scaled to controls: 0 for no effect and ±100 for the full control effect; nearly all actives have a fitted effect of over 60% in size
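Compound-treated KB-V1 multidrug-resistant cells, 72 h, 37 degrees C; viability by CellTiter-Glo. Fitted qHTS curves give the values.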
IL1B secr inh – inhibitors of inflammasome signaling (IL-1 beta secretion); AID 743279; activity change, % at 57.5 µM; 4.7% of 360,000 active; THP-1 LPS/ATP IL-1B secretion, AlphaLISA, 16 h; active compounds read low; in the data active = activity change below about -50%; inconclusive = mostly about -30% to -49%; also: % is scaled to controls: 0 for no effect and ±100 for the full control effect
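THP-1 cells pretreated 1 hr with compounds (up to 57.5 uM final), then stimulated with LPS (250 ng/mL final) plus ATP (1.25 mM final); secreted IL-1B measured by AlphaLISA after 16 hr, decreased signal indicating inhibition.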
HT1080 IDH1KD tx – toxicity to HT-1080 IDH1 knockdown cells (counter line) | HT-1080 IDH1 knockdown viability, ATP luminescence, 48 h | Potency, µM (series often up to 46.1 µM), for inactives: top-dose activity, negative = toxicity, most hits filed as cytotoxic | 2% of 360,000 active | AID 686971;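 also: potency is read from the fitted curve at half-maximal effect; 0% = DMSO wells and -100% = cell-free medium wells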
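IDH1KD HT-1080 cells, 750/well, RPMI + 5% FBS; compound pinned after 2 h settling; 48 h, 37 °C; CellTiter-Glo luminescence; % activity normalised to DMSO and no-cell wells; curves fitted, classed by r2 and efficacy.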
HT1080NT lethal – kills 2HG-producing HT-1080-NT fibrosarcoma cells | AID 686970 | HT-1080-NT fibrosarcoma viability, CellTiter-Glo ATP luminescence, 48 h | 1.6% of 360,000 active | Potency, µM (top dose mostly 46.1 µM), inactives show at the top dose activity, negative = less viability, hits mostly cytotoxic;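 also: NT is the 2HG producing partner of a matched IDH1 knockdown line; potency is read from the fitted curve at half-maximal effect; 0% = DMSO-treated cells and -100% = media-only wells without cells; nearly all actives have a fitted effect of over 55% in size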
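Luminescent CellTiter-Glo readout after 48 hours of compound exposure at 37 degrees C defined viability of HT-1080-NT cells. Activity was normalized to DMSO wells and cell-free media wells; concentration-response curves were fitted and assigned curve classes.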
SW480 rerep – DNA re-replication induction in SW480 cells. SW480 DNA re-replication, Hoechst DNA content imaging, 48 h. Potency, µM (highest dose often 46.1 µM), without a hit: at the highest dose re-replication activation, actives largely listed as activators. 1.8% of 340,000 active. AID 624297; also: potency is read from the fitted curve at half-maximal effect; % of control where 0% means no effect; nearly all actives have a fitted effect of over 55% in size
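Image-based read-out: total Hoechst fluorescence of nuclei (405 nm excitation, 500-530 nm emission), with hits raising the fraction of high-intensity nuclei. SW480 colon cells incubated 48 hr with compounds at 37 C.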
D3 ag – agonists of human D3 dopamine receptor. D3R DiscoveRx beta-arrestin cells, luminescence, 90 min. max activation, %. 0.58% of 410,000 active. AID 652048; in the data active = max activation above about 30%; also: 0% is about no effect; mostly tested at two doses, the higher about 12 µM
Target sequence (P35462 whole entry, looked up): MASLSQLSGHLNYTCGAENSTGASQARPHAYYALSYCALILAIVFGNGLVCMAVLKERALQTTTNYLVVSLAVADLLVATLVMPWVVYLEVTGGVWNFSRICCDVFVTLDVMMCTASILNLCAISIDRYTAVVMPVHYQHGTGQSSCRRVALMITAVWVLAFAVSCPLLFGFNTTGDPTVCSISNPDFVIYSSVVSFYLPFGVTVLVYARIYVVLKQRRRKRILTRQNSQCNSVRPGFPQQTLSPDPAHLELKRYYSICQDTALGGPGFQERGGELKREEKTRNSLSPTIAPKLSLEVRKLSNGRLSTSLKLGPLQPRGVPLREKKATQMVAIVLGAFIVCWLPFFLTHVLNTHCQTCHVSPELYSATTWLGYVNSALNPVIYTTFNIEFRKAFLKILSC
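Cells at 1500/well, incubated overnight, then treated with pinned compounds (dopamine as control) for 90 min at 37 degrees C. DiscoveRx reagent added for 30 - 60 minutes at room temperature; luminescence read.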
MCF10A rerep – inducers of DNA re-replication in MCF 10A breast cells. MCF 10A DNA re-replication, Hoechst nuclear intensity, 48 h. Potency, µM (top dose mostly 46.1 µM), for inactives: at the highest dose activity, positive = re-replication, most hits filed as activators. 2.9% of 350,000 active. AID 624296; also: potency is read from the fitted curve at half-maximal effect; % of control where 0% means no effect; nearly all actives have a fitted effect of over 50% in size
Numbers without * were called inactive; ? = inconclusive; · = no result given; & = joins results of further samples; [ ] = dose if it differs, or a comment. Unless noted, calls follow the shape of the dose curve; as a rule, active = well fitted curve in the direction sought with a large enough effect; inconclusive = small, poorly fitted or top-dose-only effect, or another doubt; inactive = no such curve, though single readings can be large; an effect the other way counts as inactive or inconclusive.

Compound	GLP1R cytotox	KB-3-1 cytotox	KB-V1 MDR tox	IL1B secr inh	HT1080 IDH1KD tx	HT1080NT lethal	SW480 rerep	D3 ag	MCF10A rerep
CNS(=O)(=O)c1cn(CC(=O)N(C)Cc2ccccc2)cc1S(=O)(=O)NC	5%	0%	0%	-18	2%	-1%	9%	2	1%
CCN(C[C@H]1N[C@@](CC)(C(=O)OC)[C@H]2C(=O)N(Cc3ccccc3)C(=O)[C@@H]12)C(C)=O	2%	6%	3%	15	2%	0%	7%[9.22 µM]	-3	5%
CN1CCC(=NNc2ccc(S(=O)(=O)N3CCOCC3)cc2[N+](=O)[O-])CC1	-3%	7%	12%	-10	16%	11%	-4%	1	1%
O=C(Nc1cc(NC(=O)c2ccccc2Cl)ccc1Cl)c1ccccc1	-7%	-24%	?	·	·	·	·	8	·
CCN(CC)C(=O)Cn1cc(C(=O)C(=O)N2CC=C(c3ccccc3)CC2)c2ccccc21	-3%[0.307 µM]	6%	?	-10	1%	-12%	-8%	3	6%
Cc1ccccc1Cn1nc(C)c(NC(=O)c2ccccc2)c1C	-4%[0.307 µM]	18%	?	15	13%	25%	0%	-6	-3%
COc1ccccc1C(=O)NNC(=O)C(=O)NC(C)(C)C	-6%	0%	-11%	60	-15%	-14%	-3%	5	-1%
S=C(NCc1ccccc1)NC1CCCc2ccccc21 (configuration not stated)	-4%	9%	?	-57*	-7%	-24%	-1%	-7	0%
CCOC(=O)c1cnc(-n2nc(C)cc2C)nc1-n1nc(C)cc1C	5%	1%	7%	-16	3%	5%	2%	-8	-7%
Cc1cc2c(ncn2Cc2ccccc2)c(N)c1C	-3%[7.66 µM]	6%	-21%	-3	-17%	-9%	-1%	-2	6%
CC(=O)N/C(=C/c1ccc(OC(F)F)cc1)C(=O)O	-3%	0%	0%	15	17%	8%	5%	0	-3%
Cn1c(N)c(C(=O)CSc2ccccn2)c(=O)n(C)c1=O	9%[1.53 µM]	?	1%	6	3%	7%	-4%	-9	0%
Cc1cc(CN(C)C(=O)c2ccc(OC3CCN(Cc4ccccn4)CC3)cc2)on1	-11%	1%	-3%	0	-1%	2%	16%	-8	11%
O=C(NCCCNC1CCCCC1)c1ccc(/C=N/O)nc1	-9%	0%	16%	7	-4%	0%	-3%	-24	9%
COCC(C)NCc1ccc(C)cc1C (configuration not stated)	-12%	0%	-7%	-2	-3%	15%	-4%	3	-3%
CCc1cccc(C)c1NC(=O)c1nc2ccccc2nc1N1CCCCC1	2%	3%	0%	·	·	·	·	7	·
CCC(=O)N1CCN(C(=O)CC)C1c1ccccc1	23%	18%	-14%	9	-3%	2%	?	-4	?
COC(=O)c1sc(C(C)(C)C)cc1CS(=O)(=O)c1ccccn1	0%	-8%	?	39	-2%	-5%	-24%	0	0%
Cc1ccccc1NS(=O)(=O)c1ccc(OCC(=O)NCc2ccccn2)cc1	3%	1%	2%	10	-7%	-5%	-2%	0	-16%
COc1ccccc1CNC(=O)c1cn(C)c2ccc(S(=O)(=O)N3CCCC3)cc2c1=O	2%	23%	-29%	14	4%	-2%	8%	5	?
CCOC(=O)c1ccc(NC(=O)Nc2nncs2)cc1	-37%	?	0.33µM*	29	0.92µM*	1.2µM*	·	0	·
Nn1c(SCC(=O)N2CCOCC2)nnc1-c1ccco1	-10%	3%	5%	16	11%	13%	-40%[inhibitor]	5	-5%
Cc1nc(Nc2ccc(Cl)cc2)cc(-c2ccccc2)n1	-23%	-10%	7%	·	·	·	·	5	·
COC/C=C/C1=CC2=CC(=O)C(C)(OC(=O)c3cnc4ccccc4n3)C(=O)C2=CN1CCOC (configuration not stated)	-29%	2%	-4%	0	0%	0%	4%	-11	10%
Cc1ccc(S(=O)(=O)Nc2ccc3ncccc3c2)cc1	-1%	?	-8%	-4	-18%	1%	?	3	4%
O=C(/C=C/c1ccccc1)C1=C(O)C(=O)N(CCO)C1c1cccc([N+](=O)[O-])c1 (configuration not stated)	12%	0%	-5%	·	15%	9%	-48%	-9	?
CC(=O)Nc1ccc(NC(=O)CSc2nc3ccccc3nc2N2CCC(C)CC2)cc1	-12%&1%	-19%&-10%	-8%&-8%	18	-17%	-19%	-12%	16&-8	?
C=CCn1cc(/C=N/N2C(=O)C3C4C=CC(C4)C3C2=O)c2ccccc21 (configuration not stated)	-13%	3%	0%	20	-2%	4%	-96%[inhibitor]	2	?
CN1CCN(C(=O)c2ccccc2Nc2ccc(SC(F)F)cc2)CC1	2%	1%	12%	-18	3%	0%	-4%	-1	1%
Cc1c(C(=O)OCC(=O)NCC2CCCO2)oc2ccccc12 (configuration not stated)	0%	0%	5%	6	-1%	0%	-4%	2	1%

Ordered by molecular weight (largest number first): part of the list above
Compound	GLP1R cytotox	KB-3-1 cytotox	KB-V1 MDR tox	IL1B secr inh	HT1080 IDH1KD tx	HT1080NT lethal	SW480 rerep	D3 ag	MCF10A rerep
O=C(Nc1cc(NC(=O)c2ccccc2Cl)ccc1Cl)c1ccccc1	-7%	-24%	?	·	·	·	·	8	·
O=C(NCCCNC1CCCCC1)c1ccc(/C=N/O)nc1	-9%	0%	16%	7	-4%	0%	-3%	-24	9%
Cc1ccc(S(=O)(=O)Nc2ccc3ncccc3c2)cc1	-1%	?	-8%	-4	-18%	1%	?	3	4%

More entries follow.
Compound	GLP1R cytotox	KB-3-1 cytotox	KB-V1 MDR tox	IL1B secr inh	HT1080 IDH1KD tx	HT1080NT lethal	SW480 rerep	D3 ag	MCF10A rerep
COc1ccc(NC(=O)N(C)[C@H]2C[C@H]3c4[nH]c5ccc(-c6ccc7c(c6)OCO7)cc5c4CCN3C[C@H]2[C@H](C)O)cc1	?	?	-22%	-12	23µM*	23µM*	·	-7	·
FC(F)(F)c1nnc2sc(-c3ccccn3)nn12	3%	0%	6%	30	15%	20%	-3%	3	1%
CCOc1ccccc1C(=O)OCC(=O)Nc1cccc(S(=O)(=O)NC2=NCCCCC2)c1	-3%	0%	4%	4	6%	2%	-9%	-2	2%
NC(=O)c1nsc(C(=O)N(CC(=O)NCc2ccc3c(c2)OCO3)C2CCCC2)c1N	3%	5%	15%	-13	11%	3%	-12%	5	-15%
Cc1cc(Cl)cc(C)c1OCC(=O)O	-9%	9%	9%	10	0%	6%	-2%	0	7%
CC(=O)Nc1cccc(C(=O)OCN2C(=O)c3ccccc3C2=O)c1	-4%	13%	18%	-10	3%	3%	-1%	1	12%
CN(C)C(C)(C)C#CCCCCC#CC(C)(C)N(C)C	?	-22%	-4%	?	-2%	-13%	-9%	-8	-8%
CCS(=O)(=O)N1CCCC(C(=O)NCCc2ccccc2)C1 (configuration not stated)	10%	-2%	-16%	3	17%	6%	-1%	2	-4%
CC(C)(C)n1nnnc1C(c1cccs1)N1CCCc2ccccc21 (configuration not stated)	2%	-12%	?	-2	-9%	-23%	-6%	-4	-7%
Cc1c(CCO)c(=O)[nH]n1S(=O)(=O)c1cccc(C(F)(F)F)c1	-7%	11%	28%	18	-1%	18%	-6%	5	0%
c1ccc(-c2nc3ccccc3c3nncn23)cc1	2%	2%	1%	7	20%	13%	-4%	5	2%
Cc1ccc(NC(=O)CSc2nnc(Cc3csc(C)n3)o2)cc1	0%	-6%	-18%	18	1%	-7%	7%	1	-1%
COc1cc(-c2cc(NC(C)=O)c3ncc(-c4ccccc4)n3c2)cc(OC)c1OC	1%	0%	?	-60*	?	?	·	6	·
C=CCN(c1ccc(OC)cc1)S(=O)(=O)c1ccc(Cl)c(C(=O)OCC(=O)c2c(N)n(C)c(=O)n(C)c2=O)c1	-13%	0%	16µM*	-8	3%	1%	-7%	8	15%
CC(C)C(=O)Nc1nnc(Cc2ccccc2)s1	4%	0%	?	31	16%	8%	-3%	-1	12%
O=C(COC(=O)/C=C/c1cccs1)NC1CC1	-1%	5%	-2%	-16	15%	14%	-5%	-5	0%
CCOC(=O)[C@]12CCCC=C1N(Cc1ccco1)C(=O)[C@H](CC(=O)NCC13CC4CC(CC(C4)C1)C3)C2	3%	-15%	?	-55*	?	?	·	4	·
C=CCNC(=S)Nc1ccc(C)c(S(=O)(=O)N2CCCCC2)c1	14%[7.66 µM]	-24%	?	0	1%	0%	2%	0	3%
Cc1ccc(NC(=O)c2cnn(-c3ccccc3)c2C)cc1C	1%	?	?	?	-18%	-1%	-9%	2	16%
COc1ccc(-n2nc(C(=O)NCC(=O)NCc3ccco3)c3ccccc3c2=O)c(OC)c1	6%	7%	0%	-7	1%	5%	-6%	2	1%
CC1CCN(C(=S)c2cccc(O)c2)CC1	15%	-2%	-14%	11	-1%	-7%	-44%[inhibitor]	-6	1.5µM*
COc1cc(NS(=O)(=O)c2ccc(NS(=O)(=O)c3ccccc3)cc2)nc(OC)n1	4%	1%	0%	14	23%	6%	1%	-6	13%
CCCC(c1nnnn1C1CCCCC1)N1CCN(c2ncccn2)CC1 (configuration not stated)	-5%	-3%	-21%	?	22%	7%	-18%	-3	0%
C#CCOCCOCCOCCNc1nc(N2CCOCC2)nc(N2CCN(C(=O)[C@H]([C@@H](C)CC)n3cc([C@@H](N)Cc4ccc(O)cc4)nn3)CC2)n1	-6%	6%	15%	-9	4%	1%	3%	-56	-32%[inhibitor]
N#C/C(=C1\CCCN1)c1ccc2ccccc2n1	-15%	-7%	-12%	4	-5%	6%	-12%	-1	-2%
Cc1ccc(Cl)cc1N1CCN(C(=O)CN2C(=O)CSc3c2c(C)nn3-c2ccccc2)CC1	5%	-3%	?	·	·	·	·	2	·
CCN(CCCNS(=O)(=O)c1cc(-c2cc(C)no2)ccc1C)Cc1ccccc1	6%	?	12%	-28	-21%	-11%	?	-15	1%
CC1(C(=O)Nc2cccc(Oc3ccccc3)c2)CCN1Cc1ccccc1Cl (configuration not stated)	1%	0%	-8%	0	?	?	·	-3	·
